# BRCA1 expr act: increases BRCA1 expression. MCF7-BRCA1-FFLuc reporter, luminescence, 48 h; response scale: scaled: vehicle 0%, 10 µM genistein 100%. Potency, µM (highest dose often 46.1 µM), for the others: top-dose activation, hits mostly activators. actives 1.1% (n = 380,000). AID 624202; note: potency is the fitted concentration of half-maximal effect; nearly all actives have a fitted effect of over 80% in size; some results filed as inactive show a strong effect at the top dose
#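 Activators of BRCA1 expression were detected as increased firefly luciferase luminescence in engineered MCF7 cells after 48 h compound incubation. Signals were scaled to genistein 10 microM as full activation.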
# B2AR arrestin: recruits beta-arrestin to the human beta2-adrenergic receptor | P07550 | beta-arrestin recruitment to beta2AR, cell-based reporter | Potency, µM (top dose mostly 46.1 µM), for inactives: at the top dose activation, actives largely listed as activators | actives 0.02% (n = 330,000);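 note: potency is the fitted concentration of half-maximal effect; 0% = DMSO controls and full agonism = EC100 isoproterenol or metaproterenol; nearly all actives have a fitted effect of over 65% in size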
# Target sequence (P07550 whole entry, looked up): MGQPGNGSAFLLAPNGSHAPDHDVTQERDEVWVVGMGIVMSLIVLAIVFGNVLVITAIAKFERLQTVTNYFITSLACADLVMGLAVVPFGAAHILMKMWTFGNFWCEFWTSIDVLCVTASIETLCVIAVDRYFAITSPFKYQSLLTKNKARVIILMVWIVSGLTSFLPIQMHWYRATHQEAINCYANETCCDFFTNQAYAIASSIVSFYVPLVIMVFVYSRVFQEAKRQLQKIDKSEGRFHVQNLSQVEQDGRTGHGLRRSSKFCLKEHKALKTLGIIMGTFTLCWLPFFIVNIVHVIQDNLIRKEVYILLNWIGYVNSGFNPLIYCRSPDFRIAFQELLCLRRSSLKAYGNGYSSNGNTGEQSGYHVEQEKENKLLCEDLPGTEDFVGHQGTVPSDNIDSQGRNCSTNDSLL
# MLL CXXC-DNA inh: blocks binding of human MLL CXXC domain to DNA | MLL-CXXC / FITC-HOXA9 DNA fluorescence polarization | Potency, µM (doses to about 115 µM), without a hit: at the top dose activity change, negative = inhibition, actives largely listed as inhibitors | actives 0.037% (n = 290,000) | AID 2662; active = well fitted inhibition curve with a large enough effect in the polarisation, with a control signal flat, not every such curve was filed as active; inconclusive = small, poorly fitted or top-dose-only effect, or effect the other way, or a change in a side signal; inactive = no such curve, though single readings can be large or run the other way; the % refers to the polarisation; note: potency is the fitted concentration of half-maximal effect
#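 Purified MLL-CXXC (added from a 7 uM solution) was preincubated 5 min at ambient with pinned compounds in 50 mM Tris-HCl pH 7.5, 50 mM NaCl, 1 mM DTT, 0.05% BSA. Fluorescein-labeled HOX-A9 DNA (50 nM solution) followed, 30 min, then polarization read.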
# PTAP TSG101 blk: blocks PTAP/TSG101 interaction to inhibit HIV-1 budding; Q99816; Fluorescence polarization, FITC-PTAP peptide / Tsg101 binding; Potency, µM (highest dose often 115 µM), without a hit: at the top dose activity change, negative = inhibition, usual class: inhibitors; 340,000 tested, under 10 active; AID 493005; active = well fitted inhibition curve with a large enough effect in the main read-out, with a control signal flat, not every such curve was filed as active; inconclusive = small, poorly fitted or top-dose-only effect, or effect the other way, or a change in a side signal; inactive = no such curve, though single readings can be large or run the other way; note: potency is the fitted concentration of half-maximal effect; % of control where 0% means no effect
# Target sequence (Q99816 whole entry, looked up): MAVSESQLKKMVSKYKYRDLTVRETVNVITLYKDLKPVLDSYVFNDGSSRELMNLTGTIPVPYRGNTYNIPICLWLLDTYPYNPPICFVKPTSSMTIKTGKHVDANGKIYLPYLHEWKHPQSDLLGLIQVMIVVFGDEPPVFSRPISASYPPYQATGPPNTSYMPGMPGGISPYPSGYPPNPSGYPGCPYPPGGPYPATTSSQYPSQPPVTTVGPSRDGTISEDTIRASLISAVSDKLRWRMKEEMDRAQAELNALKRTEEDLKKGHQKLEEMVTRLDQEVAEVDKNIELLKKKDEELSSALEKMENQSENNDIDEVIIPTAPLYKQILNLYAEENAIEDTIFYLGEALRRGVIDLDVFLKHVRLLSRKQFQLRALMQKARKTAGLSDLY
#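 FP read-out: FITC-PTAP peptide, 50 nM final, binding Tsg101 binding domain, 10 uM final; 20 min, r.t.; 10 mM HEPES pH 7.5, 0.15 M NaCl, 0.01% Tween 20, 3 mM EDTA, 0.1 mM TCEP.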
# TRPV1 ag: activates the human vanilloid receptor TRPV1; TRPV1-expressing cells, Fluo-8 calcium influx, agonist mode; activation, % at 8.33 µM; actives 0.19% (n = 320,000); in the data active = activation above about 80%; inconclusive = between about 30% and that limit; note: 0% is about no effect
#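 Fluo-8 calcium influx in TRPV1-expressing cells, kinetic read (ex 480/em 520 nm). Compound added and read 3 min for agonist activity, followed by capsaicin at EC20 final and 2 min further read for enhancement.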
# Integrin act MD: activators of alpha7 integrin expression for muscular dystrophy; alpha7betagal myoblasts, beta-gal FDG fluorescence, 48 h; actives 0.064% (n = 350,000); Potency, µM (highest dose often 38.3 µM), for inactives: at the highest dose activation, usual class: activators;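 note: potency is the fitted concentration of half-maximal effect; 100% = response of the positive control SU9516; nearly all actives have a fitted effect of over 60% in size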
#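 Alpha7betagal+/- myoblasts (passage 13) were plated 16-24 hr, then exposed to compounds (1:260 dilution of DMSO stock) for 48 hours at 37C. After MPER lysis, β-galactosidase reporter activity was read as FDG fluorescence (ex 480/em 540) after 30 minutes.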
# p53 reactivator: restores transcriptional activity of mutant p53. H1299 p53-A138V BP100-luciferase reporter, luminescence, 24 h. Potency, µM (series often up to 92.2 µM), without a hit: top-dose activity change, positive = activation, actives largely listed as activators. actives 0.063% (n = 320,000). AID 504706; note: potency is the fitted concentration of half-maximal effect; % of control where 0% means no effect; nearly all actives have a fitted effect of over 45% in size
#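 H1299 (p53-null), stable ts p53-A138V + BP100-Luc; 1000 cells/well, Opti-MEM/10% FBS; cpd 4 pt, 1:5; 24 h, 37 deg C, 5% CO2; detection reagent 10 min RT; luminescence.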
# AT treatment: candidate therapy for ataxia-telangiectasia. actives 0.19% (n = 320,000). AID 485349. Potency, µM (highest dose often 57.5 µM), for inactives: top-dose activation, actives largely listed as activators. […] A-T fibroblasts, KAP-1 phosphorylation AlphaLISA; neocarzinostatin DNA damage 30 min before lysis; note: potency is the fitted concentration of half-maximal effect; % of control where 0% means no effect; nearly all actives have a fitted effect of over 45% in size
#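 hTERT-immortalized A-T patient fibroblasts ([…]), 500 cells/well in OPTI-MEM, 1% FBS, got compounds for 60 min, then NCS for 30 min at 37C. Lysates were then assayed for phospho-KAP-1 by AlphaLISA (anti-pKAP1 donor, anti-KAP1 acceptor beads), 6 hr at 25C.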
# TCR act: activators of T cell receptors; primary human leukocytes, anti-CD3, IL-2 HTRF, 48 h; Potency, µM (top dose mostly 9.22 µM), without a hit: at the highest dose activation of IL-2 secretion, usual class: activators; 330,000 tested, under 10 active; note: % of control where 0% means no effect
#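 IL-2 release read by HTRF sandwich (Eu cryptate donor, d2 acceptor, 665 nm emission) after 48 hr exposure of primary human leukocytes to compound together with anti-CD3 beads in the absence of co-stimulatory signals.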
# ELG1 repair inh: ELG1-dependent DNA repair inhibition; actives 2.3% (n = 330,000); Potency, µM (highest dose often 46.1 µM), inactives show at the highest dose activity change, negative = inhibition, most hits filed as inhibitors; HEK293T ELG1-luciferase reporter, luminescence, 16 h; DNA damage induced by 5-fluorouridine; note: potency is the fitted concentration of half-maximal effect; % is set by controls: 0 for no effect and ±100 for the full control effect; nearly all actives have a fitted effect of over 55% in size
#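 In this reporter screen, reduction of luminescence relative to DMSO vehicle indicated activity. Compounds and 5-fluorouridine were added together to 2,000 cells per well, incubated for 16 hr at 37 °C, then developed with ONE-Glo.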
# An asterisk follows results filed as active; ? = inconclusive; nt = no result given; [ ] = dose if it differs, or a comment. Unless noted, calls come from the whole dose curve; as a rule, active = well fitted curve in the direction sought with a large enough effect; inconclusive = small, poorly fitted or top-dose-only effect, or another doubt; inactive = no such curve, though single readings can be large; an effect the other way counts as inactive or inconclusive. Compounds were not picked by outcome (roughly 3.8% active in at least one column).
SMILES,BRCA1 expr act,B2AR arrestin,MLL CXXC-DNA inh,PTAP TSG101 blk,TRPV1 ag,Integrin act MD,p53 reactivator,AT treatment,TCR act,ELG1 repair inh
CCn1c(N2CCN(C(=O)NC3CCCCC3)CC2)nc2ccccc21,1%,0.0%,5%,-4%,0,-16%,-10%,0%,-7%[46.1 µM],-26%
OC(CNCCc1ccc(Cl)cc1)COCc1ccco1 (stereo not given),-21%,0.2%,3%,-1%,1,-9%,2%,1%,1%,-3%
COc1cccc(-c2cc(C(=O)Nc3ccc(OC)c(OC)c3)no2)c1,3%,0.3%,8%,-4%,8,-9%,-1%,-1%,-1%,-11%
COc1ccccc1-c1nc(SCC(=O)Nc2cc(C)on2)c2c(=O)n(C)c(=O)n(C)c2n1,-41%,0.2%,-3%,2%,0,1%,-7%,7%,-5%,6%
COc1ccccc1CN1C[C@@H]2C[C@@H](c3ccc(Cl)cc3)N3CCC[C@@]23C1=O,0%,-0.2%,-16%,-5%,2,-2%,-4%,-1%,-1%,-3%
O=S(=O)(N1CCOCC1)n1cnc2ccccc21,9%,-0.1%,-1%,-5%,29,19%,-2%,3%,-6%,-18%
CCOC(=O)C1(C)/C(=N/Nc2ccc(S(N)(=O)=O)cc2)C(=O)C(=O)N1c1ccccc1 (stereo not given),-3%,-0.1%,0%,-3%,-5,-2%,-2%,-6%,-4%,-3%
CN1C(=O)/C(=C/c2ccco2)SC1=Nc1cccc(C(=O)O)c1,15%,-0.1%,?,-4%,-3,6%,2%,-4%,-2%,9%
CC1(C)C2CCC1(C)C(OC(=O)CCn1ccnc1)C2 (stereo not given),-1%,-0.2%,9%,-2%,11,-20%,-14%,4%,4%,?
COc1cccc(-n2cc3c(=O)n(C)c(=O)n(C)c3c2)c1,37%,-0.9%,2%,-6%,11,-20%,14%,-13%,3%,?
COc1cc(/C=N/N2CCCCC2)cc(OC)c1O,11%,-0.4%,9%,-1%,0,11%,-2%,-26%,-3%,7%
Cc1c(CCC(=O)N[C@@H](C)C(=O)O)c(=O)oc2cc3occ(-c4ccccc4)c3cc12,-1%,0.2%,-11%,-5%,0,-9%,0%,1%,2%,0%
CCOC(=O)C1CCN(c2c(NCCCN3CCCCC3)c(=O)c2=O)CC1,0%,-1.2%,-11%,-2%,-4,-39%[inhibitor],3%,15%,-5%,10%
CN1CCC23c4ccccc4NC1C21CCN(C)C3Nc2ccccc21,-4%,nt,nt,-1%,nt,0%,nt,nt,1%,nt
O=C(O)Cc1ccccc1C(=O)O,7%,-0.1%,-5%,-8%,-1,9%,-2%,1%,2%,6%
CCOC(=O)C1=C(c2ccccc2)OC(N)=C(C#N)C1C(C)C (stereo not given),-19%,0.3%,12%,-2%,?,-12%,4%,1%,-6%,8%
CC(C)c1ccc2c(c1)C1Cc3ccccc3C1N2 (stereo not given),-5%,-0.8%,8%,-1%,6,-50%[inhibitor],?,16%,6%[46.1 µM],?
CN(CCO)S(=O)(=O)c1ccc2c(c1)C(=NO)c1cc(S(=O)(=O)N(C)CCO)ccc1-2,-20%,0.0%,-9%,1%,0,5%,-1%,8%,2%,-19%
O=C(NCCCn1ccnc1)/C(=C\c1ccccc1Cl)NC(=O)c1ccccc1,-9%,0.4%,-7%,-11%,-1,?,1%,3%,-2%,-1%
CC(C)(C)NC(=O)CN1CCC(O)(c2ccc3c(c2)OCO3)CC1,1%,-1.3%,0%,-1%,-3,-2%,-8%,1%,-6%[46.1 µM],-9%
S=C(Nc1ccccc1)Nc1nc2ccccc2n1CCOc1ccccc1,-93%[inhibitor],0.7%,19%,0%,0,-67%[inhibitor],9%,-3%,9%,0%
C[C@H]1CN([C@@H](C)CO)C(=O)c2cccc(NC(=O)Nc3ccc(C(F)(F)F)cc3)c2O[C@@H]1CN(C)S(=O)(=O)c1ccccc1,-69%,-1.0%,nt,-13%,nt,-42%,-16%,5%,2%,?
NS(=O)(=O)c1ccc(CNC(=O)c2ccc3ccccc3n2)cc1,-18%,0.6%,0%,-2%,20,-35%[inhibitor],4%,-1%,7%,-3%
CCOC(=O)CSc1nc2sc(C)c(C)c2c(=O)n1C,20%,-0.7%,16%,-4%,17,-12%,-1%,0%,6%,11%
Cc1cccc(C)c1OCC(O)Cn1ccnc1C (stereo not given),2%,-0.2%,-1%,-2%,1,-3%,3%,0%,2%,-3%
COc1ccccc1N1CCN(C(=O)c2ccc3c(Cl)c4c(nc3c2)CCCC4)CC1,-91%,-0.4%,-10%,-3%,3,-22%,-4%,12%,3%,?
O=C(NC1CCCCC1)C1COc2ccccc2O1 (stereo not given),15%,-0.5%,nt,0%,27,-21%,5%,8%,4%,?
O=C(c1ccc2c(=O)n(Cc3ccccc3)c(=S)[nH]c2c1)N1CCOCC1,-10%,-0.3%,2%,-6%,2,-11%,-3%,4%,-1%,-2%
O=C(OCC(=O)C12CC3CC(CC(C3)C1)C2)c1cccnc1Cl,-12%,-0.7%,-3%,1%,?,15%,6%,3%,3%[46.1 µM],3%
COC(=O)C1=C(C)N(Cc2ccccc2)C(=O)N[C@H]1c1cccc(C(F)(F)F)c1,1%,-0.2%,0%,nt,10,7%,-3%,10%,1%,3%
CCOc1ccc(-c2nnn(CC(=O)N3CCN(c4ccc(F)cc4)CC3)n2)cc1OCC,7%,-0.6%,13%,-1%,0,-7%,28%,3%,0%,4%
Cc1noc(C)c1CSc1ncnc2sc3c(c12)CCCCC3,-28%,0.2%,3%,-3%,14,-2%,-1%,3%,-6%[46.1 µM],6%
Clc1ccc(-c2noc3c2-c2nc(Cc4cccc5ccccc45)sc2CC3)cc1,11%,-0.1%,nt,-10%,0,-5%,13%,14%,2%,-9%
C/C(=N\NC(=S)NCc1ccccc1)c1ccc(Br)cc1,-18%,?,8%,1%,6,?,-7%,?,-56%,?
COc1ccc(-n2c(SCC(=O)N3CCCC(C)C3)nnc2-c2cccnc2)cc1 (stereo not given),-3%,-0.1%,-1%,0%,4,-18%,-2%,-4%,2%,-3%
COc1ccccc1N1CCN(C(=O)c2ccc3c(=O)n(Cc4ccco4)c(=S)[nH]c3c2)CC1,-27%,0.3%,5%,-3%,-7,-49%[inhibitor][7.66 µM],-18%,-2%,-1%,nt
O=C(CN1C(=O)NC2(CCCC2)C1=O)Nc1cc(C(F)(F)F)ccc1N1CCCCC1,-27%,0.0%,nt,-5%,?,15%,3%,7%,6%,0%
Cc1cc(NS(=O)(=O)c2ccc(NC(=O)CNS(=O)(=O)c3ccccc3)cc2)nc(C)n1,11%,1.3%,nt,0%,nt,5%,-7%,1%,2%[46.1 µM],7%
COc1ccc(Br)cc1CN(C)C(=O)c1cnc(C)cn1,12%,-0.7%,-3%,-1%,4,?,-4%,0%,0%,10%
COc1cccc(CC2(CO)CCCN(C(=O)c3cc[n+]([O-])cc3)C2)c1 (stereo not given),-14%,-0.8%,-10%,0%,0,-10%,-1%,-2%,-4%,6%
C[C@H](O)[C@@H]1C(=O)N2CCc3ccc(N4CCN(C)CC4)cc3[C@@H]2C[C@@H]1N(C)C(=O)NC1CCCCC1,15%,nt,nt,-5%,nt,-8%,nt,nt,-1%,nt
O=c1[nH]c(-c2ccccc2)nnc1-c1ccccc1,18%,0.2%,-1%,0%,1,23%,15%,3%,12%,?
COc1cc(C(=O)NNC(=O)Cc2ccc(S(=O)(=O)N3CCOCC3)s2)cc(OC)c1OC,0%,-0.2%,3%,0%,1,13%,1%,0%,2%,-3%
CC(C)c1ccccc1NC1=CC(=O)CC(C)(C)C1,-14%,-0.8%,-3%,-2%,3,-17%,-8%,5%,-2%[46.1 µM],-1%
O=C(O)c1ccc(NS(=O)(=O)c2ccc(Cl)c(C(=O)Nc3ccccc3)c2)cc1,14%,-0.2%,0%,-5%,-4,7%,-3%,-5%,0%,-6%
COc1ccccc1Cn1c(=S)[nH]c2cc(C(=O)N3CCN(C)CC3)ccc2c1=O,-10%,-1.1%,-1%,-3%,3,-13%,-7%,-1%,1%,-1%
Brc1ccc(/C=N/Nc2nncc(-c3ccccc3)n2)o1,nt,0.3%,7%,nt,19,nt,5%,1%,nt,9%
Oc1c(/C=N/c2ncn[nH]2)ccc2ccccc12,-38%,0.3%,68%[activator],3%,-5,-8%,7%,-19%,-99%,0%
CCOC(=O)C1=C(C)N=c2s/c(=C/c3cccc([N+](=O)[O-])c3O)c(=O)n2C1c1ccc(OC)cc1OC (stereo not given),-1%,0.0%,?,-10%,-6,19%,8%,-8%,-4%,-4%

# Assay outcomes as filed in PubChem BioAssay.
